# Screening results (PubChem)
# mIAP act: mouse IAP activation; muIAP, CDP-Star luminescence, 30 min; stronger effect = higher value; 1 = vehicle-only enzyme signal, 0 = enzyme-free wells; activation factor at 10 µM; hit rate 0.24% among 330,000; AID 2805;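 active = activation factor of at least 2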; also: the source names both 10 and 20 µM as test concentration; values of inactives mirror those of a sister screen read the other way
#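 Assay system: mouse IAP enzyme; reagent: chemiluminescent substrate CDP-Star; dosing: test compounds delivered from DMSO solution; schedule: 30 min at room temperature; measured by: luminescence from enzymatic CDP-Star hydrolysis; controls: DMSO-only wells and no-enzyme negative control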
# HKDC1 inhibitor: HKDC1 (human) hexokinase inhibition | inhibition, % at 20 µM | hit rate 0.16% among 340,000 | recombinant HKDC1, G6PDH/diaphorase resazurin coupled fluorescence | Q2TB90;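 active = inhibition above about 35% when tested at 20 µM, limit read from the data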;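 also: plate controls were DMSO wells with enzyme for no effect and DMSO wells lacking enzyme for full effect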
#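 Test system: Recombinant HKDC1 (HK5) hexokinase enzyme, produced in-house | Input: HKDC1 at 5 µg/mL | Buffer or medium: Tris pH 8.0 buffer with MgCl2, Tween-20, BSA, BME | Schedule: 90 min reaction incubation at room temperature, dark | Technique: Resazurin-to-resorufin fluorescence via G6PDH and diaphorase coupling, 525/613 nm | Controls: DMSO wells with and without enzyme mix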
# mIAP block: blocks mouse intestinal alkaline phosphatase. inhibition, % at 10 µM. hit rate 0.2% among 330,000. purified mouse IAP, CDP-Star luminescence, 30 min;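 active = inhibition of at least 40% at 10 µM in the primary screen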;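 also: plate controls were DMSO with enzyme for no effect and no enzyme wells for full effect; values of inactives mirror those of a sister screen read the other way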
# ATG4B inh: inhibitors of human ATG4B cysteine protease; ATG4B cleavage of LC3-PLA2, NBD-HPC fluorescence, 1 h; hit rate 0.51% among 340,000; Q9Y4P1; inhibition, % at 8.33 µM; in the data active = inhibition above about 40%
# Target sequence (Q9Y4P1 whole entry, looked up): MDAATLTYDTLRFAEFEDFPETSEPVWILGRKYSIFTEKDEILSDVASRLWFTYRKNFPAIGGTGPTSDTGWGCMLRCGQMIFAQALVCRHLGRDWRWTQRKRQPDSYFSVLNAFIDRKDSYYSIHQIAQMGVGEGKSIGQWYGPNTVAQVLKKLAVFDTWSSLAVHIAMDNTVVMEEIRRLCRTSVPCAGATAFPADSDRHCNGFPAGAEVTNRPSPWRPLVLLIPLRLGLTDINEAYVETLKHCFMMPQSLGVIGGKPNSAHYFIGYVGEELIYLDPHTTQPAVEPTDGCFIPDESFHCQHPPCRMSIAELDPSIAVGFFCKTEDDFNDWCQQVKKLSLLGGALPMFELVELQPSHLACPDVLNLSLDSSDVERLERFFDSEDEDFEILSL
# hIAP inh: human IAP inhibition. purified IAP, CDP-Star luminescence, 30 min. P09923. AID 2544. inhibition, % at 10 µM. hit rate 0.12% among 330,000;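 active = inhibition reaching a set limit with compound at 10 µM in the primary screen, cut at about 35% in these data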;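 also: plate controls were DMSO wells with enzyme for no effect and no-enzyme buffer wells for full effect; values of inactives mirror those of a sister screen read the other way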
# hIAP act: increases human intestinal alkaline phosphatase activity. purified human IAP, CDP-Star luminescence, 30 min; stronger effect = higher value; 1 = vehicle-only enzyme, 0 = enzyme-free background. activation factor at 10 µM. hit rate 0.16% among 330,000;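 active = activation factor of the enzyme at least 2-fold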; also: the source names both 10 and 20 µM as test concentration; values of inactives mirror those of a sister screen read the other way
# APOBEC3A inh: inhibitors of human APOBEC3A DNA deaminase; AID 493011; recombinant A3A, FAM/TAMRA ssDNA deamination fluorescence; hit rate 0.41% among 330,000; P31941; inhibition, % at 20 µM;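 active = at least 40% inhibition at 20 µM here, with at most 30% in a related deaminase screen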;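 also: plate controls were A3A with DMSO for no effect and wells lacking A3A enzyme for full effect; some results filed as inactive read as strong as hits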
# Target sequence (P31941 whole entry, looked up): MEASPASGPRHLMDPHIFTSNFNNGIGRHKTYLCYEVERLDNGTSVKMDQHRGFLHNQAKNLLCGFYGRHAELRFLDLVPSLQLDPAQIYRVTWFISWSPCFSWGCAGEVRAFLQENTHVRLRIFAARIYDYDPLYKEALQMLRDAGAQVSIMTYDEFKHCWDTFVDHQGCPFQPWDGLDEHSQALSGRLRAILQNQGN
# PfGluPho inh: PfG6PD (Plasmodium falciparum) enzyme inhibition; AID 504690; inhibition, % at 20 µM; PfGluPho enzyme, NADPH resazurin-diaphorase fluorescence; hit rate 0.78% among 350,000;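 active = inhibition reaching at least a set limit at 20 µM in the primary screen, cut at about 59% in these data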;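 also: 0% = DMSO wells with substrate and 100% = DMSO wells lacking glucose-6-phosphate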
# Numbers without * were called inactive; / = not tested or not shown. Rows were taken by chance; 2.4% or so of the library scored in one or more.
SMILES,mIAP act,HKDC1 inhibitor,mIAP block,ATG4B inh,hIAP inh,hIAP act,APOBEC3A inh,PfGluPho inh
CCOC(=O)N1CCC(N2C(=O)c3ccc(C(=O)NCCOC)cc3C2=O)CC1,1.1,-6,-6,4,3,0.97,-3,-4
CCCC12C(=O)C(C)(C(c3ccccc3)=C1c1ccccc1)C1C(=O)N(c3ccc(C)cc3)C(=O)C12 (stereo not given),0.96,11,4,-7,4,0.96,-4,-13
Cc1cc(NC(=O)CSc2nnc(-c3ccccc3Cl)o2)no1,1,-2,-2,0,2,0.97,-1,-8
Cc1cc(C)n(CC(O)COc2ccc(F)cc2)n1 (stereo not given),0.96,-4,4,6,6,0.94,0,-7
COc1cccc(Nc2nc(-c3cccs3)nc3ccccc23)c1,0.94,-4,6,3,-6,1.1,-1,24
Cc1ccc(C(C(=O)NC(C)(C)C)N(CCCN2CCOCC2)C(=O)c2ccc(-c3ccccc3)[nH]2)o1 (stereo not given),1.1,1,-5,-7,-15,1.2,5,5
COc1ccc(N2C(=O)CC(Nc3cccc([N+](=O)[O-])c3)C2=O)cc1 (stereo not given),0.95,-7,5,-4,-8,1.1,2,-1
CCNC(=S)NNC(=O)c1ccccc1Cl,0.93,14,7,8,-5,1.1,1,2
C(=C\c1ccccc1)/C=N/Nc1nc2ccccc2[nH]1,0.93,12,7,-14,-5,1.1,2,14
Cc1c(C(=O)O)sc2nc(-c3cccs3)cc(C(F)(F)F)c12,1,4,-2,9,8,0.92,-2,-9
COc1cc(COCC(O)CN2CCCCC2C)cc(OC)c1OC (stereo not given),1.1,-6,-6,-4,8,0.92,8,1
CCc1ccc(OCC(=O)N(Cc2ccccc2)C2CCS(=O)(=O)C2)cc1 (stereo not given),0.99,-5,1,-1,-8,1.1,0,-7
Nc1ccccc1C(=O)N1CCc2ccccc21,1.1,-5,-9,-5,-25,1.2,-3,5
Cc1csc(NC(=O)CSc2nnc(-c3ccncc3)o2)n1,0.88,-2,12,-9,-18,1.2,4,8
C=CCN1C(=O)c2oc3ccccc3c(=O)c2C1c1ccc(O)c(OC)c1 (stereo not given),0.97,-4,3,-5,18,0.82,-6,4
CCN(CC)S(=O)(=O)N1CCC(C(=O)NCc2ccc(C)cc2)CC1,1,-8,-5,-3,3,0.97,-1,-10
O=C(NCc1cccs1)C1CCCN1C(=O)Nc1ccc(Cl)cc1 (stereo not given),0.98,/,2,/,4,0.96,1,/
CC(=O)N/N=C/c1ccccc1OCCOc1cccc(C)c1,1.1,-7,-6,10,10,0.9,-3,2
Cc1c(C)c2ccc(OCC(=O)Nc3ccccc3C(N)=O)cc2oc1=O,1,-5,-4,-8,-6,1.1,-2,3
COc1cc(C)c(S(=O)(=O)N2CCOCC2)cc1C,0.9,7,10,-3,-9,1.1,2,-9
Cc1ccc2nc(-c3ccncc3)[nH]c2c1,1,-2,0,-3,9,0.91,-6,14
Cc1nc(Nc2ccc3c(c2)OCCO3)c2c(C)c(C)sc2n1,0.92,18,8,28,7,0.93,-3,15
O=C(Cn1nnc2ccccc2c1=O)Nc1cccc(S(=O)(=O)N2CCOCC2)c1,0.91,-8,9,-10,-5,1.1,1,-3
Cc1csc(SCC(=O)NCc2cccc(Cl)c2)n1,1,-12,-2,0,9,0.91,-1,20
O=C(O)c1ccccc1OCCOc1ccccc1C(=O)O,1,-2,0,-3,-9,1.1,0,-20
CCN(CC(=O)NCc1cccs1)C(=O)/C=C/c1cc(Br)ccc1OC(F)F,0.98,-6,2,-42,5,0.95,-4,-8
CCCC(=O)NC(=S)Nc1cccc(C(C)=O)c1,0.98,3,2,-13,18,0.82,0,5
CO/N=C/NC(=O)c1c(OC)ccnc1Oc1ccc(Cl)cc1,1.1,2,-8,-1,16,0.84,-4,9
Cc1cnn2c(C3CC3)ccnc12,1.1,0,-9,2,-15,1.1,-3,-6
O=C(N/N=C/c1ccccn1)c1c[nH]c2ccccc12,0.95,0,5,-8,-10,1.1,-1,10
CCN1C(=O)C2(SC(NC(C)=O)=NN2C(C)=O)c2cc(C)cc(C)c21 (stereo not given),0.98,-9,2,-3,7,0.93,1,5
C/C(CC(=O)Nc1ccc(Cl)c(Cl)c1)=N\NC(=O)C(=O)N1CCCCC1,1.1,-12,-14,-9,-1,1,62*,2
NC(=O)c1ccccc1N1CCCCC1,1.1,1,-6,13,-22,1.2,-2,-17
Nc1nc(SCC(=O)Nc2ccc([N+](=O)[O-])cc2)[nH]c(=O)c1NC(=O)c1ccc(Br)o1,0.99,7,1,0,-29,1.3,-1,-44
COc1cccc(-c2noc(C3CCCN(C(=O)c4ccc(F)cc4F)C3)n2)c1 (stereo not given),1,-5,-4,-1,-16,1.2,-3,-5
CCCCc1cc2c(c(NC(C)=O)n1)c(=O)oc1ccccc12,0.98,/,2,/,3,0.97,-3,/
O=C(CSc1ccccn1)Nc1ccc(N2CCOCC2)cc1,0.93,-4,7,1,-10,1.1,3,11
Cc1c(CC(=O)NCC(C)C)c(=O)oc2cc3c(cc12)CCC(C)(C)O3,0.95,1,5,-3,6,0.94,-4,1
Cc1ccc(C(=O)C2=C(O)C(=O)N(c3ncccn3)C2c2ccc(Cl)cc2)o1 (stereo not given),0.98,10,2,-2,2,0.98,-5,18
COc1cc(CNC(C)c2ccccc2)cc(Br)c1OCc1ccc(F)cc1 (stereo not given),0.97,-3,2,2,-6,1.1,-10,15
O=C(Nc1ccc2nc3n(c(=O)c2c1)CCCCC3)c1ccccc1Cl,1.1,2,-8,0,2,0.98,-3,-8
O=C(Cn1cnc2c(oc3ccccc32)c1=O)NCCc1ccccc1,0.99,7,1,-4,13,0.87,-9,-2
Cc1ccc2c(c1)c1c(n2CC(O)CNC2CCCC2)CCCC1 (stereo not given),1.1,2,-7,-1,-22,1.2,2,-3
C=C1CCC[C@]2(C)C[C@H]3OC(=O)C(CN4CCOCC4)[C@H]3C[C@@H]12 (stereo not given in full),1.1,-3,-8,-10,2,0.98,4,7
N#Cc1ccccc1NC(=O)CN1CCN(Cc2ccccc2)CC1,0.94,1,6,1,4,0.96,-2,1
O=C(Cn1ccc([N+](=O)[O-])n1)Nc1ccccn1,0.89,1,11,-3,-2,1,6,14
CC1CCN(CC(CS(=O)(=O)c2ccc([N+](=O)[O-])cc2)N2CCC(C)CC2)CC1 (stereo not given),0.91,1,9,-6,9,0.91,4,17
O=C(NCc1cccs1)C1CC(c2ccccc2O)=NO1 (stereo not given),1,-6,0,-3,5,0.95,-5,-11
O=C(NCc1ccccn1)c1ccc(Cl)c(S(=O)(=O)Nc2ccccc2C(=O)NCc2ccccn2)c1,1,8,0,-2,10,0.9,1,-16
Cc1ccccc1NC(=O)C1CCCN(S(=O)(=O)c2cnc[nH]2)C1 (stereo not given),1.1,1,-8,0,1,0.99,-1,-31
CCOc1ccc(S(=O)(=O)N2CCC(C(=O)NCc3ccccn3)CC2)cc1C,0.99,-6,1,2,1,0.99,-3,-9
COc1ccccc1-c1nc(-c2ccccc2)[nH]c(=O)c1C#N,1.1,-5,-6,-8,3,0.97,1,-13
COc1ccc(OC)c(C(c2nnnn2Cc2ccco2)N2CCN(C)CC2)c1 (stereo not given),0.92,-11,8,-5,12,0.88,-5,2
CCN(CC)S(=O)(=O)c1ccc(C(=O)NNC(=O)c2cccs2)cc1,0.89,2,11,1,-7,1.1,0,-3
CCOC(=O)/C(C#N)=C\c1ccco1,1.1,-2,-10,-1,11,0.89,10,-12
COc1cccc(CN(C)C(=O)C2CSC3(C)CCC(=O)N23)c1OC (stereo not given),0.96,-6,4,-2,-4,1,0,7
COc1cc(S(=O)(=O)NC2CCCC2)ccc1F,0.89,10,11,10,26,0.73,-5,-5
CS(=O)(=O)Nc1ccc([N+](=O)[O-])cc1Oc1ccccc1,0.96,-2,4,-2,-8,1.1,-3,-11
O=C(Cn1cnc2ccccc2c1=O)c1ccc(Br)cc1,0.97,-2,3,-3,-9,1.1,-3,17
COc1ccc(CCn2c(C)cc3c(c2=O)C(c2ccc4c(c2)OCO4)C(C#N)=C(N)O3)cc1OC (stereo not given),1.1,-8,-5,-8,3,0.97,-6,-6

# Continuation:
SMILES,mIAP act,HKDC1 inhibitor,mIAP block,ATG4B inh,hIAP inh,hIAP act,APOBEC3A inh,PfGluPho inh
Cc1ccc(S(=O)(=O)NCCC(=O)OCc2ccc([N+](=O)[O-])cc2)cc1C,0.96,3,4,-6,14,0.86,-3,2
Cc1nnc(SCC(=O)Nc2ccccc2C(=O)NC2CC2)s1,1.1,9,-6,-8,3,0.97,-2,5
COC(=O)c1cc(Nc2cc(C)nc3ncnn23)cc(C(=O)OC)c1,1,-6,-1,4,-28,1.3,0,-10
CCCOc1ccccc1C(=O)N(Cc1cccc(Br)c1)C1CCS(=O)(=O)C1 (stereo not given),0.98,-2,2,-14,-9,1.1,-4,6
Cc1c(/C(O)=C2/C(=O)C(=O)N(CCN3CCOCC3)C2c2ccccn2)cnn1-c1ccccc1 (stereo not given),0.95,1,5,2,6,0.94,-1,-3
O=C(N/N=C/c1cccc(O)c1)c1ccc(NC(=O)c2cccc([N+](=O)[O-])c2)cc1,0.94,7,6,-24,2,0.98,7,4
OCC[C@@H]1C[C@H](O)[C@@H](O)[C@@]2(CCCc3ccccc3O2)O1,0.96,-3,4,16,-6,1.1,-1,-2
CCOC(=O)Cc1csc(NC(=O)COc2ccc(C)cc2)n1,0.91,-11,9,-1,-7,1.1,3,6
O=C(O)c1ccc(NCCc2ccc(Cl)cc2)c([N+](=O)[O-])c1,0.83,1,17,5,10,0.9,3,-15
COc1cc(CNCc2ccc(OC)c(OC)c2OC)cc(OC)c1,1,-6,-4,-3,19,0.81,2,-2
O=C1C2CCCN2C(c2ccc(F)cc2)N1c1ccc(Cl)cc1 (stereo not given),0.86,-5,14,1,13,0.87,0,3
Cc1cc(C(=O)CSc2nnc(N)s2)c(C)n1C1CC1,1,7,0,6,3,0.97,-6,28
CCOC(=O)c1ccc(NC(=O)NC2CC3CCC(C2)N3Cc2nnnn2Cc2ccco2)cc1 (stereo not given),2.2*,-7,-124,-20,-53,1.5,-3,-14
O=C(CCN=C1NS(=O)(=O)c2ccccc21)OCc1cccc(Cl)c1,0.93,-5,7,2,5,0.95,-4,-4
Cc1ccc(N2C(=O)CCSC23C(=O)Nc2ccccc23)cc1 (stereo not given),1,-6,-5,-11,16,0.84,-2,7
Cc1ccc(-c2[nH]nc3c2C(c2ccc(OC(=O)N4CCOCC4)cc2)C(C#N)=C(N)O3)cc1 (stereo not given),0.96,-1,4,43*,17,0.83,-1,11
Cc1ccc2ncnc(-c3ccccc3)c2c1,0.96,2,4,-3,4,0.96,6,-2

# Compound profiles, as listed above. Order of screens: mIAP act	HKDC1 inhibitor	mIAP block	ATG4B inh	hIAP inh	hIAP act	APOBEC3A inh	PfGluPho inh
# O=C1C2CCCN2C(c2ccc(F)cc2)N1c1ccc(Cl)cc1 (stereo not given) across the screens: 0.86	-5	14	1	13	0.87	0	3
# Cc1ccc2ncnc(-c3ccccc3)c2c1 across the screens: 0.96	2	4	-3	4	0.96	6	-2
# Cc1ccc(-c2[nH]nc3c2C(c2ccc(OC(=O)N4CCOCC4)cc2)C(C#N)=C(N)O3)cc1 (stereo not given) across the screens: 0.96	-1	4	43*	17	0.83	-1	11

# Records listed so far printed as active in APOBEC3A inh:
SMILES,mIAP act,HKDC1 inhibitor,mIAP block,ATG4B inh,hIAP inh,hIAP act,APOBEC3A inh,PfGluPho inh
C/C(CC(=O)Nc1ccc(Cl)c(Cl)c1)=N\NC(=O)C(=O)N1CCCCC1,1.1,-12,-14,-9,-1,1,62*,2
